Screening data (PubChem BioAssay)
NSD2 inh: NSD2 (human) methyltransferase inhibition; O96028; NSD2 peptide methylation, AlphaScreen, 120 min; inhibition, % at 12.5 µM; hit rate 0.54% among 310,000; in the data active means inhibition above about 50%
HTR5A ag ctr: activates human HTR5A in OPRM1-OPRD1 agonist counter-screen. P47898. HTR5A agonist assay, luminescence, cell-based. activation, % at 9.3 µM. hit rate 0.61% among 340,000. AID 504692; in the data active means activation mostly above about 9.5%, no sharp cut-off; inactive means mostly below about 7.6%;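 further: 0% = cells with vehicle only and 100% = reference agonist; strong numbers were not always called active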
Target sequence (P47898 whole entry, looked up): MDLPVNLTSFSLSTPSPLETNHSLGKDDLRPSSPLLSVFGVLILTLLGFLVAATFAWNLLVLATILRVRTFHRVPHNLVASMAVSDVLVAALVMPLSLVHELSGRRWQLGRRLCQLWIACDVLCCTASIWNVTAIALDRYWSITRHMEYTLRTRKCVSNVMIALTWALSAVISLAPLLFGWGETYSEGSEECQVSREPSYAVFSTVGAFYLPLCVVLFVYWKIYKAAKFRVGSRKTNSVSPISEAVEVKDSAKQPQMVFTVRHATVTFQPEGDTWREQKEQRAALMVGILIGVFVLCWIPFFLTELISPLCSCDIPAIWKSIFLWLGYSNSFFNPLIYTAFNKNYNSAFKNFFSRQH
CDK5 p35 inh: CDK5/p35 (human) kinase inhibition; AID 488839; inhibition, % at 10 µM; hit rate 0.01% among 330,000; Recombinant CDK5/p35, ADP-Glo luminescence, 60 min; Q00535+Q15078;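 active means highest replicate inhibition of at least 50% and at least 75% of replicates reaching 50%; inconclusive means only one of the two criteria met; inactive means both criteria failed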;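 further: plate controls were DMSO neutral control for no effect and GW8510 at 10 µM for full effect; many of its hits are not listed in these tables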
PvdQ inh: blocks Pseudomonas aeruginosa PvdQ acylase activity | hit rate 0.063% among 340,000 | inhibition, % at 10 µM | purified PvdQ acylase, fluorescence plate reader; in the data active means inhibition above about 30%, passing the limit was not always enough; inconclusive means no clear call, values can overlap the other calls;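 further: 0% = vehicle neutral wells and 100% = reference inhibitor wells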
V-ATPase pH: regulators of yeast V-ATPase proton transport. S. cerevisiae, pHLuorin cytosolic pH fluorescence. response, % at 10 µM. hit rate 0.37% among 350,000; in the data active means response mostly above about 7.3%, no sharp cut-off; inactive means mostly below about 5.4%; further: actives read high; inactives centre near 0; some compounds called inactive have numbers as strong as hits; reference of the scale not given here
SR-BI DiI inh: blocks mouse SR-BI lipid uptake from DiI-HDL; ldlA[mSR-BI] CHO cells, DiI-HDL uptake fluorescence, 3 h; inhibition, % at 12.5 µM; hit rate 0.96% among 320,000; AID 488896;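 active means mean replicate inhibition of at least 70% and a set share of replicates each scoring 70 or more; inconclusive means meets just one of the two criteria; inactive means fails both criteria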;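 further: 0% = median of neutral control wells and 100% = median of positive control wells; values of inactives mirror those of a sister screen read the other way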
Target sequence (Q61009 whole entry, looked up): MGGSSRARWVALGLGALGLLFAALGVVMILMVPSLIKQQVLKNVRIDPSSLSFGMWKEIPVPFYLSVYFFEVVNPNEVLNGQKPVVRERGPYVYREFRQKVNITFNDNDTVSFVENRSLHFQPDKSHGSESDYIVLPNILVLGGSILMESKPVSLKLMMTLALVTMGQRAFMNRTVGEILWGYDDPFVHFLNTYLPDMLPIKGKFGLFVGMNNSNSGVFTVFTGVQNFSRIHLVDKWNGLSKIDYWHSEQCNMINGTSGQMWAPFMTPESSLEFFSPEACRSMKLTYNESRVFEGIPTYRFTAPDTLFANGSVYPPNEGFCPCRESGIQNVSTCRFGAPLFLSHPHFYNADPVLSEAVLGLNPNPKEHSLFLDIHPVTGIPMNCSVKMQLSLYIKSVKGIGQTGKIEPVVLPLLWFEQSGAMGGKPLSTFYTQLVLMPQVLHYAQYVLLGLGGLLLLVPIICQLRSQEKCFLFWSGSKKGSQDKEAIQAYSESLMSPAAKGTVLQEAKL
Wnt act: activators of Wnt/beta-catenin signaling. Wnt/beta-catenin reporter cell assay, activator, plate reader. activation, % at 9.35 µM. hit rate 1.2% among 300,000. AID 743398; in the data active means activation above about 30%, passing the limit was not always enough; inconclusive means no clear call, values can overlap the other calls;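 further: 0% = neutral control wells and 100% = positive control wells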
dFosB activator: mouse delta FosB homodimer activation; activation, % at 25 µM; hit rate 0.99% among 340,000; P13346; AID 493131; purified delta FosB, TAMRA-CDK5 oligo fluorescence polarization; percent of positive-control signal above neutral wells;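 active means mean activation above about 17%, with every replicate also reaching it, limit read from the data, passing the limit was not always enough; inconclusive means only one of the two conditions met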;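 further: fluorescence polarization rise as delta FosB binds a TAMRA Cdk5 AP-1 oligo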
MITF TRPM1 HTS: activators of MITF-driven TRPM1 promoter activity in SK-MEL-5 cells; activation, % at 12.5 µM; hit rate 0.75% among 300,000; SK-MEL-5 TRPM1-promoter luciferase, 24 h; % of positive control, neutral wells = 0;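 active means mean activation of at least 80% with every replicate also reaching 80%; inconclusive means mean reaches 80% but some replicate falls short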;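 further: 0% = neutral control wells and 100% = parthenolide positive control wells; values of inactives mirror those of a sister screen read the other way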
HTR5A inv ctr: HTR5A inverse agonism, opioid heterodimer counter-screen; inhibition, % at 9.3 µM; hit rate 0.083% among 340,000; P47898; HTR5A cell line, luminescence; in the data active means inhibition mostly above about 23%, no sharp cut-off; inactive means mostly below about 18%;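 further: 0% = cells with DMSO and 100% = no-cell wells with DMSO; some compounds called inactive have numbers as strong as hits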
Numbers without * were called inactive; ? = inconclusive; . = not tested or not shown.

SMILES	NSD2 inh	HTR5A ag ctr	CDK5 p35 inh	PvdQ inh	V-ATPase pH	SR-BI DiI inh	Wnt act	dFosB activator	MITF TRPM1 HTS	HTR5A inv ctr
COCCCNC(NC(=O)c1ccc(C)cc1)C(Cl)(Cl)Cl (centres undefined)	-2	5	0.0	-19	-2	-8	.	0	-10	5
CCCCC1(Cc2cccc([N+](=O)[O-])c2)C(=O)N(c2ccccc2)N(c2ccccc2)C1=O	2	-4	-0.9	10	4	.	-6	-5	-6	-3
O=[N+]([O-])c1ccccc1Nc1nc(-c2cccnc2)cs1	2	-1	-0.3	-11	-1	11	27	-1	17	3
O=C(CSc1nncs1)Nc1ccc2c(c1)OCO2	-1	1	1.1	7	-2	0	1	-9	4	-1
CCC1=C(OC(=O)N(CC)CC)N2C(=O)OC(=NCCc3c[nH]c4ccccc34)[C@]2(Cc2ccccc2)[C@H]2C1=CC[C@H]1C(=O)N(c3ccccc3)C(=O)[C@H]12	.	3	-0.2	3	-3	-1	-7	1	-1	-22
CC1CC(C)CN(C(=O)C(C)N2CCN(S(=O)(=O)c3ccccc3F)CC2)C1 (centres undefined)	-2	1	2.5	-12	-3	-13	1	0	24	-4
CC(=O)N1CCc2cc(S(=O)(=O)Nc3ccc(C)cc3)ccc21	-5	4	0.8	-5	-4	-12	-5	5	-2	-16
O=[N+]([O-])c1ccc(Cl)cc1NCCCN1CCOCC1	9	0	-1.2	-5	4	-1	-3	-2	-5	-13
CC(C)(C)c1ccc(C(=O)CSc2ncn[nH]2)cc1	-2	5	1.3	-19	2	-20	.	-3	41	2
CCOC(=O)Nc1ccc2c(c1)N(C(=O)CCN1CCN(CCO)CC1)c1ccccc1S2	1	-3	2.4	1	1	-2	.	0	9	1
O=C(Nc1ccc(F)cc1)N1CCCC(c2nc3c(nnn3Cc3ccccc3Cl)c(=O)[nH]2)C1 (centres undefined)	-2	-3	-1.3	-16	-3	9	-10	-7	-9	7
Cc1nnc2n1N=CC=C(c1ccccc1)S2	0	0	2.6	-12	-7	-21	-7	-2	.	1
Cc1ccccc1NS(=O)(=O)c1ccc(C(=O)NN2CCCCC2)cc1	-4	3	0.5	-5	-2	9	0	-11	1	-8
Cc1csc(SCC(=O)Nc2sc3c(c2C#N)CCC3)n1	2	-1	2.1	11	.	36	.	-7	11	-15
COc1ccc(-c2nn(-c3ccccc3)cc2/C=C2/SC(=S)N(CCC(=O)O)C2=O)cc1	-2	2	3.1	?	0	3	4	-15	1	-7
COc1ccccc1NS(=O)(=O)c1cccc(C(=O)NNC(=O)c2ccc(O)c(Cl)c2)c1	-1	-6	0.7	-5	-2	12	1	-6	4	17
Cc1ccc2nc(CSc3nnc(Cc4cccs4)n3C3CCCCC3)cc(=O)n2c1	-1	7	-0.3	-1	1	-6	-5	-5	8	5
O=C(c1cc(F)ccc1F)C1CCCN(C(=O)CCCN2CCCCC2=O)C1 (centres undefined)	-3	2	0.4	-13	-1	-3	-2	4	0	-6
CN(C)S(=O)(=O)c1cccc(NC(=S)N/N=C/C(c2ccccc2)c2ccccc2)c1	-1	-1	-1.5	-10	2	-13	-4	-13	7	19
O=S(=O)(NC(=NC1CCCCC1)c1ccccc1)c1ccc(F)cc1	-3	1	-0.8	-6	4	-10	-1	-13	-10	-12

3 compounds already listed, arranged by their value in Wnt act, falling:
Compound,Wnt act
O=[N+]([O-])c1ccccc1Nc1nc(-c2cccnc2)cs1,27
Cc1ccccc1NS(=O)(=O)c1ccc(C(=O)NN2CCCCC2)cc1,0
CCCCC1(Cc2cccc([N+](=O)[O-])c2)C(=O)N(c2ccccc2)N(c2ccccc2)C1=O,-6

(more compounds)
SMILES	NSD2 inh	HTR5A ag ctr	CDK5 p35 inh	PvdQ inh	V-ATPase pH	SR-BI DiI inh	Wnt act	dFosB activator	MITF TRPM1 HTS	HTR5A inv ctr
O=C(Cc1cccs1)N1CCN(S(=O)(=O)c2ccc(F)c(F)c2)CC1	0	1	-0.1	-10	6	-3	-5	3	-7	-3
COc1cc(OC)cc(C(=O)Nc2cccc(NC(=O)c3ccccc3)c2)c1	0	2	-0.2	-12	0	.	-1	-10	-2	-7
Cc1cc(OCC(=O)OCC(=O)N2CCc3ccccc32)ccc1Cl	0	15	0.5	-7	0	-14	-2	-2	-6	-42
O=C(O)CC(NC(=O)CCC1CCCCC1)c1cc([N+](=O)[O-])ccc1Cl (centres undefined)	-5	1	2.1	-16	-1	-14	-2	-2	-2	24
Nc1nc2ncc(CNc3ccc(C(=O)N[C@@H](CCC(=O)O)C(=O)O)cc3)nc2c(=O)[nH]1	.	-1	-1.3	-7	-1	-5	-1	-8	0	-11
OCCNCC(O)Cn1ccc2ccccc21 (centres undefined)	6	2	2.5	-8	3	1	-2	-12	.	-5
O=C(CCCOc1ccc(Cl)cc1Cl)n1nnc2ccccc21	0	-1	-2.2	1	4	-12	0	-6	-6	-7
CCCCNc1ncnc2c1cnn2-c1ccc(C)cc1C	.	3	-4.9	-8	3	6	1	-7	-2	-8
C=CCNC(=O)C1CC(=O)N(c2ccc(OCC(=O)Nc3c(C)cccc3C)cc2)C1 (centres undefined)	-1	-2	0.4	-18	1	.	-1	5	.	7
Cc1cc2nc(C)n(CCCNC(=O)Nc3ccccc3)c2cc1C	0	9	0.6	-3	2	-24	-4	-8	-5	9
Cc1cc(NC(=O)COC(=O)C2CSC3(C)CCC(=O)N23)ccc1Br (centres undefined)	1	-1	-0.8	-12	0	4	0	-6	-3	3
CCn1c(SCC(N)=O)nnc1-c1ccc2[nH]c(C)c(C)c2c1	-2	4	-0.3	-5	-3	-4	-19	-1	.	1
COc1cc(C(=O)Oc2ccc(C(=S)N3CCOCC3)cc2)cc(OC)c1OC	0	-1	1.5	-15	-1	49	5	-3	.	4
CCOc1ccc2nc(N3CCCN(C(=O)Nc4ccccc4C)CC3)c(C#N)cc2c1	.	5	-0.9	1	-1	51	-2	-7	.	-14
Cc1cc(=O)[nH]c(NN)n1	-222	1	-0.2	-16	0	.	3	-3	-6	22
CC(Cc1cccnc1)NC(=O)CCc1nnc(-c2ccccc2)o1 (centres undefined)	-2	-1	0.0	-12	-2	1	1	-4	-6	10
CCCCCc1nc(-c2nonc2N)no1	2	-2	1.2	7	-2	-3	.	4	10	-23
CCn1c(C)nc2cc(C(=O)NNC(=S)Nc3ccc(C)cc3)ccc21	27	6	-2.6	-11	5	13	1	-2	25	-18
CC(Sc1nncs1)C(=O)Nc1ccc2c(c1)OCO2 (centres undefined)	-4	-3	-8.2	-27	-6	-3	-2	-4	10	8
COc1cccc(CN2CCN(Cc3c(C)nn(C(C)C)c3C)CC2CCO)c1 (centres undefined)	0	1	-1.1	15	4	2	-2	-1	0	-19
Cc1cc(S(=O)(=O)N2CCCCC2)ccc1OCC(=O)N1CCOCC1	0	2	1.1	8	0	-1	-1	-4	9	-4
COC(=O)c1ccc(NS(=O)(=O)c2cccc3cccnc23)cc1	5	-1	0.8	-15	0	-9	1	1	-7	1
Cc1ccccc1CN1C(=O)[C@@H]2Cc3c([nH]c4ccccc34)C(C)(C)N2C1=O	.	2	0.6	-6	6	67	-3	3	11	-34
CN(Cc1ccccc1)C(=O)COC(=O)c1cc(Cl)nc(Cl)c1	2	0	0.6	-3	0	-24	-1	4	1	1
COc1cc2[nH]c(=S)nc(NCCc3ccc(C)cc3)c2cc1OC	-2	3	1.4	-9	4	12	-1	-6	3	9
Cc1ccc(Nc2nc3ccccc3s2)cc1	-1	6	1.5	6	4	14	20	2	28	5
Cc1ccc(-c2noc(CCC(=O)NCCc3ccccc3Cl)n2)cc1	.	6	0.1	-14	2	-4	.	2	.	-3
CSc1nnc(C)c(=O)n1COC(=O)COc1ccccc1C	1	-1	-1.8	1	1	-26	-4	-1	-15	5
Cn1c(=N)n(CC(O)c2cccc3ccccc23)c2ccccc21 (centres undefined)	11	-5	0.6	-5	0	-7	.	-8	15	3
O=C(NCc1ccco1)C1c2ccccc2Oc2ccccc21	0	-2	0.9	-13	-1	-10	.	4	1	6
CCCCNC(=O)c1onc(CS(=O)(=O)c2ccccn2)c1C(=O)NCCCC	.	4	0.7	-6	1	-31	-5	-6	-13	-9
COc1ccc(/C=N/Nc2ccc(C(=O)O)cc2)c(OC)c1OC	-2	2	-0.2	5	-3	4	13	4	124*	-6
CC(=O)N[C@@H](Cc1c[nH]c2ccccc12)C(=O)NCc1ccccc1	3	12	-0.8	10	1	.	0	-3	-4	-35
COc1ccc(C2c3[nH]c4ccccc4c3CCN2C(=O)c2cc3ncccn3n2)c(F)c1 (centres undefined)	0	0	-1.4	-4	3	34	-4	-2	-13	-1
CCNC(=S)Nc1cc(C)ccn1	1	0	-2.2	1	4	-13	1	-1	1	-2
Cc1ccc(CNC(=O)CCc2cn(C)c3ccccc23)cc1	-2	-2	-0.4	-6	0	0	1	-3	3	7
COc1ccccc1N1CCN(C(=O)CCC(=O)N2CCN(c3ccc(F)cc3)CC2)CC1	-2	13	1.7	-7	2	45	0	-9	-2	-35
Cc1c(C(=O)Oc2ccc(Cl)cc2)n(C)oc1=O	-1	1	1.3	-10	2	-3	-2	-7	-2	16
CC(Sc1nnc(-c2cccs2)n1Cc1ccccc1)C(=O)NCc1ccc2c(c1)OCO2 (centres undefined)	18	-4	-0.7	6	6	.	.	-11	-1	-1
COc1ccc(-c2c(C)nn3c(N)c(C#N)cnc23)cc1OC	-4	1	-6.0	-8	0	29	-1	-6	4	-2
Cc1ccc(S(=O)(=O)Cc2csc(N)n2)cc1	-2	2	0.5	-9	-1	4	1	-7	19	5
CSc1nc2ccccc2cc1/C=C(\C#N)c1cccc(Cl)c1	.	-1	0.1	-9	0	31	.	-5	-10	3
CCOC(=O)c1sc(NC(=S)NC(=O)C2CCCC2)cc1C	-3	-3	-0.5	-7	-2	9	.	-4	0	-21
O=C(CCCC(=O)NNC(=O)Nc1ccccc1)NNC(=O)Nc1ccccc1	-1	.	-1.6	-12	1	-15	-1	1	1	.
CC1(C2CC2)NC(=O)N(CC(=O)Nc2ccc(F)cc2F)C1=O (centres undefined)	0	9	1.3	-5	-4	-11	1	-10	-3	-21
C=CCn1c(COc2ccc(Cl)cc2)nnc1SCc1ccc(C#N)cc1	3	-1	-0.5	-12	-1	46	.	-8	.	16
CC1(C)CC(c2nc(-c3ccc([N+](=O)[O-])cc3)cs2)CCO1 (centres undefined)	8	0	-0.3	-6	0	34	1	-1	2	3
O=C(O)c1cccc(Nc2cc(Cl)c3nonc3c2[N+](=O)[O-])c1	29	-5	0.9	-10	-3	-14	-1	-6	15	13
O=C(NNc1ncnc2c1cnn2-c1ccc(F)cc1)c1ccco1	-1	4	0.1	-5	-3	-1	-1	0	14	5
Cc1nn(-c2ccccc2)c2sc(C(=O)NC3CC3)cc12	-1	1	0.4	0	-1	53	.	-12	.	-10
O=c1[nH]c2ccccc2cc1CN(CC1CCCO1)S(=O)(=O)c1ccccc1 (centres undefined)	3	5	-0.1	-13	0	-26	4	-16	5	-14
Cc1ccccc1C(=O)N1CCC(C(=O)Nc2ccc(S(=O)(=O)N3CCCCC3)cc2)CC1	-3	3	1.4	3	-3	2	-2	-14	-6	-6
CC(=O)Nc1cccc(NC(=O)COc2ccccc2C)c1	0	2	1.7	-10	0	8	4	-3	.	-7
O=S(=O)(CCCc1ccccc1)c1ncn[nH]1	-3	5	-0.6	-4	-4	-3	.	-2	-2	-11

An unsorted share of the library, and some 5% of all compounds hit somewhere here.
